High-throughput results deposited in PubChem by several laboratories.
proCasp3 act = activators of human procaspase-3 D3A mutant, primary screen, biochemical, absorbance, PC-3 D3A mutant, single concentration; hit rate 0.11% among 330,000; recombinant procaspase-3 D3A, Ac-DEVD-pNA absorbance 405 nm; activation, % at 8.5 µM; AID 463141, 2010; Caspase-3 (Homo sapiens), P42574;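 active = activation above the mean of all tested compounds plus 3 SD, cut at about 21% in these data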;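 note: 0% = DMSO alone and 100% = DMSO wells spiked with extra 5 µM PC-3 D3A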
Target sequence (P42574 whole entry D9A/D28A/D175A): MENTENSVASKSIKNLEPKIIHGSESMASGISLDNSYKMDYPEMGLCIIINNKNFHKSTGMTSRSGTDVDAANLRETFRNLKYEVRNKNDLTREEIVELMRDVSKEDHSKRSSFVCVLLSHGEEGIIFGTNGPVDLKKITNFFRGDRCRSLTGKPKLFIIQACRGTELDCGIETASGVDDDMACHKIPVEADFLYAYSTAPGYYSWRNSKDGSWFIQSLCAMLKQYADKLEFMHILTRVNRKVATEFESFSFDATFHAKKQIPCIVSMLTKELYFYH
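Test system: Procaspase-3 D3A mutant; medium: Zinc-free HEPES/NaCl buffer with 0.01% Triton X-100 at pH 7.4; reagent: DEVD-pNA substrate; doses: one concentration, 8.5 µM nominal, 0.8% DMSO; times: 1 h preincubation plus 2 h reaction at 25 °C; signal: Epi-absorbance at 405 nm of released p-nitroaniline, 0 and 120 min; replicates: singlicate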
CR mimetic SO = reduction of superoxide in aged yeast, primary screen, HTS; S. cerevisiae aged cells, superoxide DHE fluorescence; hits give low values; superoxide response (% of plate mean), % at 10 µM; hit rate 0.18% among 330,000;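 active = superoxide response under a set limit, about three screen SD below normal, cut at about 65% in these data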;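 note: yeast aged for seven days with compound at 30 °C before DHE staining; 100% = average MFI of all compound-treated wells on the plate with controls excluded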
RPL19A TOR yeast = RPL19A-GFP expression modulators in yeast, primary screen, cell-based, S. cerevisiae, multiplex flow cytometry, MLPCN | percent response vs DMSO, % at 10 µM | hit rate 0.3% among 330,000 | S. cerevisiae RPL19A-GFP strain, 3 h; hits give low values | AID 2025, 2009;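 active = percent response vs DMSO below 50%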;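 note: median channel GFP fluorescence of the barcoded RPL19A-GFP strain; ratio of sample median GFP to plate DMSO average so 100% = DMSO; lower means less RPL19A-GFP as with rapamycin TOR inhibition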
LAP4 TOR yeast = modulators of LAP4-GFP expression in yeast, primary screen, S. cerevisiae, multiplex flow cytometry, MLPCN library. GFP response vs DMSO, % at 10 µM. hit rate 0.34% among 320,000. 3 h; median GFP as percent of DMSO wells. AID 2023, 2009;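 active = GFP response vs DMSO above a set limit, about the screen mean plus 3 SD, cut at about 150% in these data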
AHR activator = AHR activators, primary screen, cell-based, luminescence, luciferase reporter, human. AID 2796, 2010. activation, % at 5 µM. AHR-responsive luciferase reporter cells. hit rate 2.5% among 320,000; in the data active = activation above about 47%;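 note: 0% = vehicle wells and 100% = reference agonist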
MEP2 TOR yeast = modulators of MEP2-GFP levels in yeast, primary screen, S. cerevisiae, multiplex flow cytometry, MLPCN library | S. cerevisiae MEP2-GFP strain, 3 h; 100% = DMSO control level | GFP response vs DMSO, % at 10 µM | hit rate 0.51% among 330,000;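 active = GFP response versus DMSO above a set limit, roughly screen mean plus 3 SD, cut at about 180% in these data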;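 note: median GFP fluorescence of the barcode-gated MEP2-GFP cells per well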
proCasp7 act = procaspase-7 activators, primary screen, counter-screen for procaspase-3 activator project, biochemical, absorbance, HTS, human. hit rate 0.093% among 330,000. AID 463210, 2010. recombinant procaspase-7, Ac-DEVD-pNA absorbance 405 nm; D23A/D198A/D206A triple mutant, cannot self-cleave; scale: DMSO 0, 5 µM enzyme 100. activation, % at 8.5 µM;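 active = percent activation above the screen-wide mean plus 3 SD, cut at about 25% in these data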
Target sequence (P55210 whole entry D23A/D198A/D206A): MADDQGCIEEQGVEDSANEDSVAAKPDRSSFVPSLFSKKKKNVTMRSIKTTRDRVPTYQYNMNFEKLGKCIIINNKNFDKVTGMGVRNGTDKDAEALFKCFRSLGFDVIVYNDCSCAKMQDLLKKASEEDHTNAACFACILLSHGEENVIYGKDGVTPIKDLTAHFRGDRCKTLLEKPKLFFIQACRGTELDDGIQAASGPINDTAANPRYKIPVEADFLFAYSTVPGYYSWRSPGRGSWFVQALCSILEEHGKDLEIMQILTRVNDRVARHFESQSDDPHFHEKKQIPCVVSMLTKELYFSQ
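Assay system: Uncleavable procaspase-7 mutant enzyme; Input: 2 µM procaspase-7 mutant as dispensed; Also added: DEVD-pNA substrate; Medium: Zinc-free HEPES pH 7.4 with 300 mM NaCl, 0.01% Triton X-100; Timing: 1 h compound preincubation, 2 h substrate cleavage, 25 °C; Measured by: Epi-absorbance of released pNA at 405 nm, two timepoints.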
GASC-1 inh = inhibitors of GASC-1 histone demethylase, primary screen, biochemical, fluorescence, DELFIA europium. Lysine-specific demethylase 4C (Homo sapiens), Q9H3R0. GST-JMJD2C(1-420) H3K9me3 demethylation. inhibition, % at 2.35 µM. hit rate 0.069% among 330,000;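 active = more than half of a compound's replicate wells show inhibition beyond 50%, single wells judged on their own value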;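 note: signal counts dimethyl H3K9 product captured on neutravidin plate; 0% = median of DMSO wells and 100% = 0.3 times that DMSO median; strong numbers were not always called active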
Target sequence (Q9H3R0 1-420 limits assumed): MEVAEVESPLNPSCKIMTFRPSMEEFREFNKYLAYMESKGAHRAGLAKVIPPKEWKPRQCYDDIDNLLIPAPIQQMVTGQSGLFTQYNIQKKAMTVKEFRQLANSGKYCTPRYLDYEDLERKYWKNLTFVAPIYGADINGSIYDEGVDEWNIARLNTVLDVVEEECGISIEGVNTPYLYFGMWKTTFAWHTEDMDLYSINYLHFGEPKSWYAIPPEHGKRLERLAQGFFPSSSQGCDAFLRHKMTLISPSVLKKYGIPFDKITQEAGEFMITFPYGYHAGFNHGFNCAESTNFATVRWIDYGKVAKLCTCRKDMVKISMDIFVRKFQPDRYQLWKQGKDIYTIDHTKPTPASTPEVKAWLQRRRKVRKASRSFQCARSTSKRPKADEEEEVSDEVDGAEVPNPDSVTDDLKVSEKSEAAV
Active calls of the source: *.

How did COc1ccc(C2C(C#N)=C(N)Oc3c2oc(CO)cc3=O)cc1 (stereo not drawn) do in these assays?
proCasp3 act: -5; CR mimetic SO: 102; RPL19A TOR yeast: 103; LAP4 TOR yeast: 109; AHR activator: 7; MEP2 TOR yeast: 102; proCasp7 act: 1; GASC-1 inh: -1

Results for Cc1c(C(=O)O)oc2ccc3c(c12)C(O)CC(C)(C)O3 (stereo not drawn) ?
proCasp3 act: -2; CR mimetic SO: 100; RPL19A TOR yeast: 103; LAP4 TOR yeast: 102; AHR activator: 0; MEP2 TOR yeast: 103; proCasp7 act: 12; GASC-1 inh: 5

How did COc1ccccc1OCC(=O)N(Cc1nnc(-c2ccccc2Cl)o1)C1CC1 do in these assays?
proCasp3 act: -9; CR mimetic SO: 95; RPL19A TOR yeast: 97; LAP4 TOR yeast: 96; AHR activator: 4; MEP2 TOR yeast: 103; proCasp7 act: 7; GASC-1 inh: -4

Results for Cc1ccc(-n2c(=S)[nH]c3[nH]ncc3c2=O)cc1 ?
proCasp3 act: 11; CR mimetic SO: 109; RPL19A TOR yeast: 95; LAP4 TOR yeast: 91; AHR activator: 3; MEP2 TOR yeast: 93; proCasp7 act: -10; GASC-1 inh: -10

How did NNC(=O)c1cccc(COc2ccc(Br)cc2)c1 do in these assays?
proCasp3 act: 0; CR mimetic SO: 115; RPL19A TOR yeast: 100; LAP4 TOR yeast: 100; AHR activator: 2; MEP2 TOR yeast: 98; proCasp7 act: -3; GASC-1 inh: 6

Results for CC(=O)Nc1ccc(S(=O)(=O)NCC(=O)OCC(=O)c2ccc[nH]2)cc1 ?
proCasp3 act: 2; CR mimetic SO: 85; RPL19A TOR yeast: 109; LAP4 TOR yeast: 105; AHR activator: 2; MEP2 TOR yeast: 103; proCasp7 act: 9; GASC-1 inh: 0

What do the screens show for `COc1ccc(C2C(C#N)=C(N)Nc3nc4ccccc4n32)cc1` (stereo not drawn)?
proCasp3 act: -10; CR mimetic SO: 90; RPL19A TOR yeast: 105; LAP4 TOR yeast: 91; AHR activator: 14; MEP2 TOR yeast: 100; proCasp7 act: -9; GASC-1 inh: 13

Results for COc1cc2[nH]c(C(=O)N3CC(C)OC(C)C3)cc2c(OC)c1OC (stereo not drawn) ?
proCasp3 act: 0; CR mimetic SO: 92; RPL19A TOR yeast: 96; LAP4 TOR yeast: 106; AHR activator: 1; MEP2 TOR yeast: 100; proCasp7 act: 7; GASC-1 inh: 8

What do the screens show for `O=C(Nc1ccc(Cl)cc1F)c1ccc(COc2c(F)c(F)c(F)c(F)c2F)o1`?
proCasp3 act: -3; CR mimetic SO: 108; RPL19A TOR yeast: 101; LAP4 TOR yeast: 103; AHR activator: 1; MEP2 TOR yeast: 109; proCasp7 act: 3; GASC-1 inh: -9

What do the screens show for `CCOC(=O)CCCCCN(Cc1ccccc1)S(=O)(=O)c1ccc([N+](=O)[O-])cc1`?
proCasp3 act: 7; CR mimetic SO: 109; RPL19A TOR yeast: 102; LAP4 TOR yeast: 104; AHR activator: 92*; MEP2 TOR yeast: 106; proCasp7 act: 2; GASC-1 inh: -19

Results for CCCCC(C(=O)NC(C)(C)C)N(Cc1ccccc1)C(=O)c1snc(C(N)=O)c1N (stereo not drawn) ?
proCasp3 act: 4; CR mimetic SO: 95; RPL19A TOR yeast: 101; LAP4 TOR yeast: 81; AHR activator: 0; MEP2 TOR yeast: 98; proCasp7 act: 0; GASC-1 inh: 6

Results for COc1cccc2cc(C(=O)c3ccc([N+](=O)[O-])cc3)oc12 ?
proCasp3 act: 5; CR mimetic SO: 83; RPL19A TOR yeast: 96; LAP4 TOR yeast: 87; AHR activator: 0; MEP2 TOR yeast: 105; proCasp7 act: -4; GASC-1 inh: 16

Results for Cc1ccc(CSc2nnc(CS(=O)Cc3ccc(Cl)cc3Cl)n2C)cc1 (stereo not drawn) ?
proCasp3 act: -1; CR mimetic SO: 97; RPL19A TOR yeast: 100; LAP4 TOR yeast: 109; AHR activator: -1; MEP2 TOR yeast: 101; proCasp7 act: -2; GASC-1 inh: -13

How did O=C1CCNc2ccc(-c3ccccc3)cc21 do in these assays?
proCasp3 act: -4; CR mimetic SO: 97; RPL19A TOR yeast: 101; LAP4 TOR yeast: 89; AHR activator: 15; MEP2 TOR yeast: 100; proCasp7 act: -13; GASC-1 inh: -26

How did COC(=O)c1ccc(NC(=O)[C@H](C)NC(N)=O)cc1 do in these assays?
proCasp3 act: 6; CR mimetic SO: 99; RPL19A TOR yeast: 108; LAP4 TOR yeast: 104; AHR activator: 1; MEP2 TOR yeast: 111; proCasp7 act: 3; GASC-1 inh: 32

What do the screens show for `CCOC(=O)C1C(=O)C=C(Nc2ccccc2F)CC1c1ccccc1` (stereo not drawn)?
proCasp3 act: 2; CR mimetic SO: 105; RPL19A TOR yeast: 106; LAP4 TOR yeast: 92; AHR activator: -1; MEP2 TOR yeast: 96; proCasp7 act: 3; GASC-1 inh: 1

What do the screens show for `CCc1nc2c(sc3nc4c(cc32)COC(C)(C)C4)c(=O)n1Cc1ccccc1`?
proCasp3 act: 7; CR mimetic SO: 85; RPL19A TOR yeast: 97; LAP4 TOR yeast: 94; AHR activator: 5; MEP2 TOR yeast: 98; proCasp7 act: 0; GASC-1 inh: -4

Results for CCC(C)(C)C1CCc2[nH]nc(C(=O)NC3CCCCC3)c2C1 (stereo not drawn) ?
proCasp3 act: 1; CR mimetic SO: 111; RPL19A TOR yeast: 103; LAP4 TOR yeast: 125; AHR activator: 6; MEP2 TOR yeast: 93; proCasp7 act: 4; GASC-1 inh: -7

Results for C#CCNC(=O)C1=C[C@@H](C2CC2)[C@H](CCCO)[C@@H](OCC)O1 ?
proCasp3 act: -2; CR mimetic SO: 104; RPL19A TOR yeast: 109; LAP4 TOR yeast: 106; AHR activator: -2; MEP2 TOR yeast: 95; proCasp7 act: 4; GASC-1 inh: -2

Results for COc1ccc(N/C=C(\C(C)=O)c2ccc(OC)c(OC)c2)cc1OC ?
proCasp3 act: -11; CR mimetic SO: 111; RPL19A TOR yeast: 97; LAP4 TOR yeast: 99; AHR activator: 30; MEP2 TOR yeast: 102; proCasp7 act: -24; GASC-1 inh: -38

How did CCOC(=O)c1c(/N=C/c2cccc([N+](=O)[O-])c2O)sc2c1CCC2 do in these assays?
proCasp3 act: -4; CR mimetic SO: 100; RPL19A TOR yeast: 91; LAP4 TOR yeast: 96; AHR activator: 7; MEP2 TOR yeast: 86; proCasp7 act: -29; GASC-1 inh: 7

How did COc1ccccc1NS(=O)(=O)c1ccc(C(=O)N2CCCCCC2)cc1 do in these assays?
proCasp3 act: -7; CR mimetic SO: 115; RPL19A TOR yeast: 100; LAP4 TOR yeast: 95; AHR activator: -1; MEP2 TOR yeast: 103; proCasp7 act: -3; GASC-1 inh: -2

What do the screens show for `O=C(NC1CCCC1)c1ccc(Br)s1`?
proCasp3 act: 9; CR mimetic SO: 89; RPL19A TOR yeast: 94; LAP4 TOR yeast: 114; AHR activator: 11; MEP2 TOR yeast: 99; proCasp7 act: 0; GASC-1 inh: -1

Results for CN(CC(=O)N1CCN(Cc2ccccc2)CC1)S(=O)(=O)c1ccc(Br)cc1 ?
proCasp3 act: 9; CR mimetic SO: 89; RPL19A TOR yeast: 106; LAP4 TOR yeast: 109; AHR activator: 2; MEP2 TOR yeast: 105; proCasp7 act: -3; GASC-1 inh: 4

Results for CCOC(=O)c1cnc2sc3c(n2c1=O)CCCC3 ?
proCasp3 act: -2; CR mimetic SO: 93; RPL19A TOR yeast: 96; LAP4 TOR yeast: 102; AHR activator: 21; MEP2 TOR yeast: 89; proCasp7 act: -7

What do the screens show for `Cc1ccccc1N1CN(Cc2ccco2)CNC1=S`?
proCasp3 act: 2; CR mimetic SO: 92; RPL19A TOR yeast: 99; LAP4 TOR yeast: 85; AHR activator: 2; MEP2 TOR yeast: 94; proCasp7 act: 12; GASC-1 inh: 23

Results for CCCCn1c(SCC(=O)NC2CCS(=O)(=O)C2)nc2cc(S(N)(=O)=O)ccc21 (stereo not drawn) ?
proCasp3 act: 0; CR mimetic SO: 92; RPL19A TOR yeast: 100; LAP4 TOR yeast: 108; AHR activator: 0; MEP2 TOR yeast: 102; proCasp7 act: -5; GASC-1 inh: -3

Results for NC(=O)NC(=O)CSc1nc(C2CCCCC2)n(-c2ccccc2)n1 ?
proCasp3 act: 11; CR mimetic SO: 102; RPL19A TOR yeast: 97; LAP4 TOR yeast: 104; AHR activator: 3; MEP2 TOR yeast: 111; proCasp7 act: -4; GASC-1 inh: 6

How did CC(C)Oc1cc(NC(=O)CS(=O)CC(=O)N(C)C)c(Cl)cc1Cl (stereo not drawn) do in these assays?
proCasp3 act: 1; CR mimetic SO: 106; RPL19A TOR yeast: 97; LAP4 TOR yeast: 97; AHR activator: 0; MEP2 TOR yeast: 100; proCasp7 act: -2; GASC-1 inh: 11

What do the screens show for `CC(C)CN(CC(C)C)S(=O)(=O)N1CCC(C(=O)NC2CCCCCCC2)CC1`?
proCasp3 act: 6; CR mimetic SO: 97; RPL19A TOR yeast: 105; LAP4 TOR yeast: 90; AHR activator: 0; MEP2 TOR yeast: 89; proCasp7 act: 5; GASC-1 inh: -43

How did O=C(NCc1ccc2c(c1)OCO2)c1ccc(S(=O)(=O)N2CCOCC2)cc1 do in these assays?
proCasp3 act: 2; CR mimetic SO: 98; RPL19A TOR yeast: 94; LAP4 TOR yeast: 99; AHR activator: 2; MEP2 TOR yeast: 104; proCasp7 act: 5; GASC-1 inh: -1

How did COc1ccc2c(c1)N(C(=O)CSc1n[nH]c(C)n1)C(C)(C)C=C2C do in these assays?
proCasp3 act: 6; CR mimetic SO: 106; RPL19A TOR yeast: 99; LAP4 TOR yeast: 99; AHR activator: -1; MEP2 TOR yeast: 102; proCasp7 act: 4; GASC-1 inh: -8

How did Cc1ccc(CNc2nc3ccccc3n3nnnc23)cc1 do in these assays?
proCasp3 act: -7; CR mimetic SO: 102; RPL19A TOR yeast: 100; LAP4 TOR yeast: 105; AHR activator: 25; MEP2 TOR yeast: 104; proCasp7 act: -7; GASC-1 inh: -2

A draw from above in order of molecular weight, ascending:
What do the screens show for `CCOC(=O)C1C(=O)C=C(Nc2ccccc2F)CC1c1ccccc1` (stereo not drawn)?
proCasp3 act: 2; CR mimetic SO: 105; RPL19A TOR yeast: 106; LAP4 TOR yeast: 92; AHR activator: -1; MEP2 TOR yeast: 96; proCasp7 act: 3; GASC-1 inh: 1

How did CCOC(=O)c1c(/N=C/c2cccc([N+](=O)[O-])c2O)sc2c1CCC2 do in these assays?
proCasp3 act: -4; CR mimetic SO: 100; RPL19A TOR yeast: 91; LAP4 TOR yeast: 96; AHR activator: 7; MEP2 TOR yeast: 86; proCasp7 act: -29; GASC-1 inh: 7

What do the screens show for `CCc1nc2c(sc3nc4c(cc32)COC(C)(C)C4)c(=O)n1Cc1ccccc1`?
proCasp3 act: 7; CR mimetic SO: 85; RPL19A TOR yeast: 97; LAP4 TOR yeast: 94; AHR activator: 5; MEP2 TOR yeast: 98; proCasp7 act: 0; GASC-1 inh: -4
